High-throughput results as filed in PubChem BioAssay.
FBA Mtb inh: Mtb FBA enzyme inhibitors, primary screen, biochemical, fluorescence, strain H37Rv | Fructose-bisphosphate aldolase (Mycobacterium tuberculosis (strain ATCC 25618 / H37Rv)), … | purified M. tuberculosis FBA, fluorescence read-out | inhibition, % at 1 µM | actives 2.3% (n = 360,000) | AID 588726, 2011; in the data active = inhibition above about 27%;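 note: 0% = vehicle and 100% = reference inhibitor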
Target sequence (P9WQA3 whole entry, looked up): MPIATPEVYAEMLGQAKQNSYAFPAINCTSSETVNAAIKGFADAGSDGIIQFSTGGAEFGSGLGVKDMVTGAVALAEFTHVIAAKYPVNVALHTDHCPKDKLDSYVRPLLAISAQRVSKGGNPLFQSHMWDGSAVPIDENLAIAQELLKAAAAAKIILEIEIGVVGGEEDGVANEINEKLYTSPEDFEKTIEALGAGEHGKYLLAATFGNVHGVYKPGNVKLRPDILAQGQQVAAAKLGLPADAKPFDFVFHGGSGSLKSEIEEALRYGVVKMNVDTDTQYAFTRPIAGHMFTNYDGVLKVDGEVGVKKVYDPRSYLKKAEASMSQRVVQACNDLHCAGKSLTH
Mtb UGM inh: M. tuberculosis UGM enzyme inhibitors, primary screen, biochemical, fluorescence polarization, single point | UDP-galactopyranose mutase (Mycobacterium tuberculosis (strain ATCC 25618 / H37Rv)), … | purified UGM, fluorescence polarization probe displacement | inhibition, % at 10 µM | actives 0.06% (n = 320,000) | AID 504406, 2011; in the data active = inhibition above about 10%, passing the limit was not always enough; inconclusive = no clear call, values can overlap the other calls
Target sequence (P9WIQ1 whole entry, looked up): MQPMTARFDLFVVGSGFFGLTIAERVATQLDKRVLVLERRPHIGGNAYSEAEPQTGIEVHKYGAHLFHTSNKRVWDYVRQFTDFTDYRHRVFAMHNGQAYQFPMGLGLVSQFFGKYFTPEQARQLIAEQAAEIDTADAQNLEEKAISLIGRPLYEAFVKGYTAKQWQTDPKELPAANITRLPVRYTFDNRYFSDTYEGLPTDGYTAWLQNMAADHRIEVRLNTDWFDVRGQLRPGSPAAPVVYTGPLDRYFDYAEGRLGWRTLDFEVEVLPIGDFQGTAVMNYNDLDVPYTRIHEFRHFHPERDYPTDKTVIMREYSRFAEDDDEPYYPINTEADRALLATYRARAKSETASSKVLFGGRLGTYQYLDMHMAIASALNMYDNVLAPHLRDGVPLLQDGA
PfHsp40 yeast: rescue of yeast from PfHsp40 toxicity, primary screen, S. cerevisiae, ATP luminescence | actives 0.68% (n = 340,000) | AID 504582, 2011 | S. cerevisiae expressing PfHsp40, growth rescue | growth rescue, % at 12.5 µM; in the data active = growth rescue above about 28%, passing the limit was not always enough; inconclusive = no clear call, values can overlap the other calls;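 note: yeast W303a lacking pdr1 and pdr3 grown in galactose medium; growth measured after three days at 30 °C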
BoNT-A LC inh2: BoNT/A light chain protease inhibitors, primary screen, biochemical, flow cytometry, MLPCN library; Botulinum neurotoxin type A light chain protease (Clostridium botulinum A str. ATCC 3502); multiplex microsphere protease substrate cleavage; inhibition, % at 10 µM; actives 0.17% (n = 360,000); AID 588499, 2011; note: plate controls were buffer without enzyme for full effect and enzyme alone for no effect
BoNT-F LC inh: BoNT/F light chain protease inhibitors, primary screen, biochemical, flow cytometry, MLPCN library; actives 0.22% (n = 360,000); Multiplex microsphere protease cleavage assay; Botulinum neurotoxin type F light chain protease (Clostridium botulinum); inhibition, % at 10 µM; in the data active = inhibition above about 35%, passing the limit was not always enough; inconclusive = no clear call, values can overlap the other calls; note: plate controls were buffer without enzyme for full effect and enzyme alone for no effect
Anthrax LF prot: Bacillus anthracis LF protease inhibitors, primary screen, biochemical, multiplex microsphere, MLPCN library; Lethal factor (Bacillus anthracis), P15917; multiplex microsphere protease cleavage assay; inhibition, % at 10 µM; actives 0.12% (n = 360,000); AID 588501, 2011; note: plate controls were buffer without enzyme for full effect and enzyme alone for no effect
FadD28 FP inh: inhibitors of FadD28 bisubstrate probe binding, primary screen, biochemical, fluorescence polarization, single point | Mycobacterium tuberculosis FadD28 fatty-acid-AMP ligase | inhibition, % at 12.5 µM | actives 0.22% (n = 360,000); in the data active = inhibition above about 8.5%, passing the limit was not always enough; inconclusive = no clear call, values can overlap the other calls
GDH-TPI counter: GDH-TPI coupling enzyme inhibitors, primary screen, artefact control for M. tuberculosis FBA inhibitor project, biochemical, absorbance, full deck. GDH-TPI coupled enzyme counterscreen, NADH absorbance. inhibition, % at 4.8 µM. actives 1.2% (n = 360,000). AID 588335, 2011; in the data active = inhibition above about 30%;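 note: 0% = DMSO wells and 100% = wells lacking the enzyme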
Mtb BioA inh: M. tuberculosis BioA enzyme inhibitors, primary screen, biochemical, plate reader, single point, HTS; 7,8-diaminopelargonic acid synthase BioA (Mycobacterium tuberculosis); purified M. tuberculosis BioA enzyme; inhibition, % at 9.99 µM; actives 0.096% (n = 360,000); AID 602481, 2012; in the data active = inhibition above about 40%; inconclusive = no clear call, values can overlap the other calls
An asterisk follows results filed as active; ? = inconclusive; / = not tested or not shown. Cut-off read from the data, not from the text of the source, unless noted: active = inhibition above about 30%; inconclusive = no clear call, values can overlap the other calls; inactive = below that. No enrichment for hits; about 4.7% have a hit in one of these screens.

SMILES	FBA Mtb inh	Mtb UGM inh	PfHsp40 yeast	BoNT-A LC inh2	BoNT-F LC inh	Anthrax LF prot	FadD28 FP inh	GDH-TPI counter	Mtb BioA inh
COc1ccc(NC(=S)N2CCC(c3nc4ccc(Cl)cc4[nH]3)CC2)c(OC)c1	4	1.3	0.0	0.3	-7	1	-3.3	0	6.0
O=C(/C=C/c1cccc([N+](=O)[O-])c1)NCCSCc1cccc(Cl)c1	-2	-1.6	18	-0.3	-2	-1	-2.6	6	0.1
COc1ccc(-c2ccc(NS(=O)(=O)c3cc([N+](=O)[O-])c(C)c([N+](=O)[O-])c3)cc2)nn1	-1	0.0	-0.6	1.5	2	-2	1.8	9	-0.1
CCOC(=O)c1ccc2ncc(-c3ccccc3)nc2c1	2	/	0.4	0.2	2	2	-1.4	30	/
O=C(O)CCN(CCC(=O)O)c1nnc(SCc2ccccc2)s1	0	-1.7	-0.9	0.3	-4	-3	-2.0	-12	-0.4
Cc1cc(C)nc(Nc2n[nH]c(COc3cccc4ccccc34)n2)n1	-1	/	-0.5	0.5	-4	-2	-0.7	-6	/
Cc1ccc(C)c(OCCC(=O)OCC(=O)N2CCN(c3ccccc3)CC2)c1	-2	-2.1	1.9	8.9	11	5	-1.8	6	1.5
CC(=O)N1CCN(c2ccccc2NC(=O)c2ccc(Br)o2)CC1	-2	0.7	0.8	0.3	-6	0	-0.5	10	7.7
O=C(Nc1cccc(S(=O)(=O)N2CCCCCC2)c1)c1ccc(Cl)nc1	-2	0.1	0.6	0.2	-2	-4	-6.2	3	28
O=C(NCCc1ccc(C(F)(F)F)cc1)C1CCC(=O)N(CCCc2ccccc2)C1 (stereo unspecified)	-2	-5.8	0.8	-1.5	3	-2	-7.8	3	2.7
CCC1CCCCN1S(=O)(=O)c1ccc(C(=O)N(CCCN(C)C)c2nc3cc4c(cc3s2)OCO4)cc1 (stereo unspecified)	-2	-0.3	-0.8	/	/	/	-0.7	8	1.5
Cc1cc(C)cc(NC(=S)NCc2ccncc2)c1	9	0.3	-0.5	-0.2	-3	-2	-1.4	5	/
CC(CCc1ccccc1)NC(=O)COC(=O)c1cccc(N(C)C)c1 (stereo unspecified)	2	-2.5	0.8	-2.7	-20	-3	-1.6	4	-1.9
Cc1cccc(OCCCn2c(CCNC(=O)C(C)C)nc3ccccc32)c1	3	1.6	-0.6	-0.6	-3	-6	-4.1	-5	1.8
CCCC(=O)N(CCc1ccc(OC)cc1)Cc1nc2ccccc2c(=O)[nH]1	1	-1.1	-1.3	-0.9	-10	0	-1.1	1	0.4
C#CCN1C(=O)S/C(=C/C=C/c2ccc(N(C)C)cc2)C1=O	-17	0.2	-1.2	6.1	-2	4	-3.2	7	/
O=C(c1ccc([N+](=O)[O-])cc1[N+](=O)[O-])n1cnc2ccccc21	7	-2.7	-1.3	-0.2	-2	1	1.2	2	/
CC(C)CN1CN(Cc2ccccc2)CNC1=S	-2	1.4	3.1	-0.4	-6	-2	-0.5	6	/
CC1CCCCN1CC(=O)Nc1ccc2c(c1)OC(F)(F)O2 (stereo unspecified)	-2	1.4	1.7	0.4	5	1	-3.4	6	/
S=C(Nc1cccc(Br)c1)c1ccccc1	-1	-2.9	-1.1	-0.8	-8	-1	-6.6	1	/
Cc1ccc(OCC(=O)NNC(=O)c2ccc3c(=O)n4c(nc3c2)CCC4)cc1	1	-2.3	0.5	1.2	-11	-4	-1.4	5	0.7
CC(=O)NS(=O)(=O)c1ccc(NC(=S)Nc2ccccc2)cc1	3	2.2	-1.1	?	?	11	-1.0	14	3.3
O=C1C(=O)c2ccccc2C(O)=C1CCCCl	-3	-1.6	?	0.2	?	2	-3.0	-11	-0.6
Nc1nc(Cl)cc(=O)n1Cc1ccc(Cl)cc1	2	0.1	-0.6	-2.4	-17	-8	-1.2	6	/
O=C(Nc1ccccc1)c1ccc(S(=O)(=O)N2CCOCC2)cc1	0	-1.1	0.7	-0.5	-4	1	-1.4	6	/

Three records picked at random from the list so far, as already listed:
SMILES	FBA Mtb inh	Mtb UGM inh	PfHsp40 yeast	BoNT-A LC inh2	BoNT-F LC inh	Anthrax LF prot	FadD28 FP inh	GDH-TPI counter	Mtb BioA inh
O=C(Nc1cccc(S(=O)(=O)N2CCCCCC2)c1)c1ccc(Cl)nc1	-2	0.1	0.6	0.2	-2	-4	-6.2	3	28
O=C1C(=O)c2ccccc2C(O)=C1CCCCl	-3	-1.6	?	0.2	?	2	-3.0	-11	-0.6
CC(=O)N1CCN(c2ccccc2NC(=O)c2ccc(Br)o2)CC1	-2	0.7	0.8	0.3	-6	0	-0.5	10	7.7

Next structures:
SMILES	FBA Mtb inh	Mtb UGM inh	PfHsp40 yeast	BoNT-A LC inh2	BoNT-F LC inh	Anthrax LF prot	FadD28 FP inh	GDH-TPI counter	Mtb BioA inh
Cc1cccc(C(=O)N2CCCC(c3nc(-c4ccc(C)o4)no3)C2)c1 (stereo unspecified)	1	-4.3	1.0	0.6	6	4	-1.4	-5	0.0
C=C1C(=O)OC2CC1C(O)CC(C)=CCCC(C)=CC(O)CC2C (stereo unspecified)	1	/	-1.4	-0.2	-4	-4	-10	-16	/
Cc1noc(C)c1COC(=O)c1ccccc1Oc1ccccc1	-2	-2.1	-0.6	-0.7	-4	-1	1.9	-10	-1.3
Cc1cc(C)cc(NC(=O)Cn2c(=O)oc3cc(S(=O)(=O)N4CC(C)CC(C)C4)ccc32)c1 (stereo unspecified)	-1	-0.6	1.0	0.1	-8	8	-0.6	10	-1.3
CS(=O)(=O)N(CC(=O)NCCSCc1ccccc1)c1ccccc1	-3	-0.7	0.3	0.6	0	-9	0.3	13	-4.4
O=C(O)C(Cc1ccccc1)N1Cc2ccccc2C1=O (stereo unspecified)	-1	-0.1	-1.4	-1.9	-8	-3	0.9	1	-1.6
COc1ccc(C(C)(C)C)cc1NC(=O)CCn1[nH]c(=O)ccc1=O	-3	0.5	0.3	0.5	3	2	-3.1	0	-1.4
COc1cc(C2C(C(=O)c3cccs3)=C(O)C(=O)N2CCN2CCOCC2)ccc1OCCC(C)C (stereo unspecified)	2	1.4	/	/	/	/	-2.5	1	8.9
O=C(c1ccc2c3c(cccc13)CC2)C1CCCN(C(=O)c2ccc[n+]([O-])c2)C1 (stereo unspecified)	29*	-1.0	-0.8	-0.2	1	-8	0.3	16	0.5
CCS(=O)(=O)Nc1cccc(-c2ccc3nnc(-c4cccnc4)n3n2)c1	1	0.1	1.7	4.5	3	4	-1.0	-4	-0.9
CCS(=O)(=O)Nc1ccc(C2=NN(C(=O)c3ccccc3)C(c3cccs3)C2)cc1 (stereo unspecified)	-2	-0.2	0.7	1.0	-4	0	-0.4	18	6.8
CN(c1ccc([N+](=O)[O-])cc1)c1cc2c(c3c1ccn3C)C1CCC2C1 (stereo unspecified)	-5	/	/	-0.1	-7	-5	-2.7	/	0.4
O=C1CCCN2N=C(SCC(=O)Nc3ccc([N+](=O)[O-])cc3)SC2=N1	-1	3.1	-0.5	-2.2	-7	7	-4.9	11	-0.3
COc1ccccc1C=CC(=O)C=Cc1ccccc1OC	1	/	-0.1	0.4	6	-5	-4.0	21	-1.4
O=C(c1ccc2c(c1)N(Cc1ccccc1)CCS2)N1CCOCC1	14	0.9	-1.8	/	/	/	-0.1	11	-0.7
COc1ccc(-c2cc(C(=O)N3CCN(C(c4ccccc4)c4ccccc4)CC3)no2)cc1	0	3.4	1.5	-0.6	-9	-5	0.2	7	0.7
CN[C@H]1C[C@H]2c3[nH]c4ccc(-c5ccc(OC)cc5)cc4c3CCN2C(=O)[C@H]1[C@H](C)O	15	/	/	-0.5	-16	-3	2.0	1	-0.4
CC1(c2ccc(Cl)cc2)NC(=O)CS1 (stereo unspecified)	-1	-1.8	0.6	-0.9	-2	0	-1.2	0	/
Cc1cc(C)nc(NS(=O)(=O)c2ccc(NC(=O)c3ccc(N4C(=O)CCC4=O)cc3)cc2)n1	5	0.5	0.0	0.4	2	2	-1.0	6	1.0
COC(=O)Cc1csc(/N=C/c2c(O)n(-c3cccc(C(F)(F)F)c3)c(=O)c3ccccc23)n1	6	-2.8	0.2	0.7	-4	-1	-0.3	5	/
N#CC1=C(N)Oc2n[nH]c(-c3cccs3)c2C1c1ccccc1C(=O)O (stereo unspecified)	3	-1.5	-0.7	0.7	-7	-2	-0.7	15	/
COc1ccc(C(C(=O)NCC2CCCO2)N(C(=O)c2snc(C(N)=O)c2N)c2ccccc2C)cc1OC (stereo unspecified)	50*	-3.8	-0.5	0.6	-3	19	-0.4	14	-0.8
CCOC(=O)N1CCN(CC(=O)Nc2sc(CC)cc2C(=O)c2ccc(OC)cc2)CC1	1	3.8	-1.3	-0.6	-5	6	0.0	-4	-0.3
Cc1cccc(-n2ncc(C(=O)NC3CCCC3)c2C2CCN(C(=O)OC(C)(C)C)CC2)c1	6	-0.2	0.3	1.7	0	-4	-1.3	5	-1.6
O=C(Nc1ccc2c(c1)C(=O)N(c1ccccc1)C2=O)c1cccs1	0	0.1	0.0	-0.6	-3	0	-2.6	-1	/

Other compounds:
SMILES	FBA Mtb inh	Mtb UGM inh	PfHsp40 yeast	BoNT-A LC inh2	BoNT-F LC inh	Anthrax LF prot	FadD28 FP inh	GDH-TPI counter	Mtb BioA inh
COC(=O)c1ccccc1Sc1ncnc2onc(C)c12	0	-2.7	1.9	0.0	6	5	1.1	-3	/
CCOC(=O)N(CC)OC(=O)Nc1ccc(Cl)cc1	-2	0.9	-1.2	0.9	-3	2	0.6	10	-3.8
CS(=O)(=O)N1CCN=C1SCc1ccc([N+](=O)[O-])cc1	5	-0.5	-2.0	-0.9	-1	-2	-2.7	-4	/
CCCCN(Cc1ccccc1)S(=O)(=O)c1ccc2c(c1)n(C)c(=O)c(=O)n2C	-2	-0.6	-0.1	-0.1	4	-6	2.0	7	-1.1
COc1ccc(C(=O)NC(=O)CSc2nc3nc(C)cc(C)n3n2)cc1	-2	-1.1	2.1	0.6	-2	0	0.0	0	1.0
CCN(CC)S(=O)(=O)c1ccc(N/N=C(\C)c2cccnc2)nc1	1	1.2	1.0	0.1	-8	-8	-0.2	35*	-0.8
O=C(Cn1nnc(-c2ccc(Cl)cc2)n1)N1CCN(C(=O)c2ccco2)CC1	1	0.8	-1.4	1.6	5	4	/	-3	0.9
Cc1cc(C)cc(NC(=O)C(NCC2CCCO2)c2ccccc2)c1 (stereo unspecified)	-9	1.6	-0.1	-0.1	-3	-1	-1.3	1	0.6
COc1cc(/C=C/C(=O)OCC(=O)N2CCCC2)cc(OC)c1OC	9	-1.4	-0.2	0.6	-1	0	-1.2	10	-4.1
Cc1nn(C)c(C)c1CN(Cc1nc(-c2ccc(F)cc2F)oc1C)C1CC1	2	3.9	2.2	-0.1	-1	-3	-4.2	-6	1.0
Cc1ccc(-c2cc(C(=O)NN)n[nH]2)o1	-1	1.5	/	-2.2	-13	-6	-0.5	-4	-1.7
COc1ccc(Cl)c(CNC[C@H]2O[C@@H](n3cnc(C(N)=O)n3)[C@H](O)[C@@H]2O)c1	1	/	0.2	-0.3	1	-1	-1.6	8	-1.3
CC(C(=O)N1CCN(C(=O)c2ccco2)CC1)n1sc2ccccc2c1=O (stereo unspecified)	5	-0.7	0.7	-0.8	-1	3	0.3	12	5.0
CN1C(=O)N(c2ccccc2)C(Nc2nncs2)C1(C)C (stereo unspecified)	5	-0.2	-0.3	-1.4	-5	0	1.8	0	1.2
C=CCn1c(C)cc(C(=O)COC(=O)c2n[nH]c(=O)c3ccccc23)c1C	1	1.7	-0.2	-0.3	-3	1	-1.5	9	-0.8
